FEN1 inh – human FEN1 inhibition | P39748 | Recombinant FEN1 flap cleavage, fluorescence, 15 min | Potency, µM (series often up to 114 µM), inactives show at the top dose activity change, negative = inhibition, actives largely listed as inhibitors | actives 0.35% (n = 390,000) | AID 588795; also: nearly all actives have a fitted effect of over 65% in size
Target sequence (P39748 whole entry, looked up): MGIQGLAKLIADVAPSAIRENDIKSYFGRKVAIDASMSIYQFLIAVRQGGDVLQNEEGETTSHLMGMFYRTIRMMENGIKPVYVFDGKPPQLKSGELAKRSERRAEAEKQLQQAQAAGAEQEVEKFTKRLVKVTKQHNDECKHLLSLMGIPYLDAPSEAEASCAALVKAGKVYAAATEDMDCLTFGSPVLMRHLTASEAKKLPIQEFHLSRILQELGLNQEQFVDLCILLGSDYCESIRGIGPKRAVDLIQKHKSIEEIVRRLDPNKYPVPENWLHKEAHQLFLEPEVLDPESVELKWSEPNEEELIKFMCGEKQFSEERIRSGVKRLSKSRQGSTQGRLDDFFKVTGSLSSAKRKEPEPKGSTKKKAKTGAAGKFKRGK
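Nuclease activity of 10 nM FEN1 was measured after 15 min of room-temperature exposure to titrated compounds, by adding 50 nM flap substrate and reading plates at 0 and 15 min.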
TDP1 block – inhibitors of human tyrosyl-DNA phosphodiesterase TDP1; Q9NUW8; recombinant TDP1, AlphaScreen DNA substrate cleavage; Potency, µM (top dose mostly 130 µM), inactives show at the highest dose activity change, negative = inhibition, usual class: inhibitors; actives 0.28% (n = 350,000); AID 485290; also: nearly all actives have a fitted effect of over 40% in size
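Here, a 5' biotin and 3' phosphotyrosine-FITC DNA oligonucleotide reports Tdp1 activity: intact substrate bridges AlphaScreen beads, while cleavage leaves a 3' phosphate and drops signal. All incubations at room temperature.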
N370S GC – inhibits or activates N370S mutant glucocerebrosidase. N370S GC spleen homogenate, 4MU-glucoside fluorescence. Potency, µM (series often up to 59.4 µM), for inactives: at the highest dose activity change, negative = inhibition, usual class: inhibitors. actives 0.092% (n = 330,000). AID 2101;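 also: 0% = full enzyme activity and -100% = no enzyme basal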
Active calls of the source: *; ? = inconclusive; · = not tested or not shown; [ ] = another dose, or the depositor's remark. Calls follow the shape of the dose curve; as a rule, active = well fitted curve in the direction sought with a large enough effect; inconclusive = small, poorly fitted or top-dose-only effect, or another doubt; inactive = no such curve, though single readings can be large; an effect the other way counts as inactive or inconclusive. Unless noted, % is scaled to controls: 0 for no effect and ±100 for the full control effect; potency is read from the fitted curve at half-maximal effect.

FEN1 inh | TDP1 block | N370S GC | Molecule
-6% | 6% | -15% | COc1ccc(-c2ccc(SCC(=O)NC3CCCC3)nn2)cc1OC
0% | 3% | -15% | COCCn1c(SCC#N)nnc1-c1ccc([N+](=O)[O-])cc1
-10% | 0% | · | COc1ccccc1CNC(=O)Cn1ncc2c3ccccc3n(Cc3ccccc3C)c2c1=O
5% | -8% | -1% | O=C(NNC(=O)C1CCN(S(=O)(=O)c2ccccc2C(F)(F)F)CC1)c1ccccc1O
-25% | · | -11% | O=C1/C(=C\c2cccc(O)c2)SC(=S)N1Cc1ccccc1
-2% | 6% | -13% | OC(CNc1ncnc2sccc12)c1ccccc1 (stereo not given)
4% | 5% | 0% | CCOC(=O)C1C2C=CC3(CN(C4CCCC4)C(=O)C13)O2 (stereo not given)
4% | 2% | 11% | O=C(NC1CCCCCC1)C1Cc2ccccc2CN1C(=O)c1ccco1 (stereo not given)
-4% | 1% | 2% | Cc1cc(NC(=O)C(Cl)c2ccccc2)no1 (stereo not given)
-12% | 0% | 3% | CCOc1ccc(CSC2=NCCN2)cc1Cl
0% | 0% | -10% | CCOC(=O)C(=CNc1cc(C)ccc1[N+](=O)[O-])C(=O)OCC
8% | -3% | ? | Cc1c(NC(=O)c2cccnc2C(=O)O)cccc1C(=O)O
-4% | 5% | -2% | Cc1ccc(S(=O)(=O)N/N=C\c2cc3c(cc2[N+](=O)[O-])OCO3)cc1
7% | 4% | 3% | CCOc1ccc(-n2c(SCC(=O)Nc3ccc(OC)cc3OC)nc3c(c2=O)SCC3)cc1
1% | 2% | -3% | O=C(O)CCN=Cc1c(O)c2ccccc2oc1=O
-18% | -3% | -5% | CC1CCN(C(=O)CSc2nc3c(c(=O)n(C)c(=O)n3C)n2C)CC1
-1% | -1% | -2% | Cc1cc(OC(=O)Cc2cccc3ccccc23)c([N+](=O)[O-])c(=O)[nH]1
-18% | 3% | 20% | O=C(Nc1nc(-c2nc3ccccc3s2)cs1)C1CC1
21% | 4% | 11% | CC(=O)Nc1nnc(SCC(=O)N2CCCc3ccccc32)s1
9% | 3% | -1% | COc1ccc(NC(=S)N2CCN(C(c3ccccc3)c3ccccc3)CC2)cc1OC
-4% | 5% | · | O=C(NCc1ccccc1)c1cccn1-c1nnc(N2CCCCC2)s1
-3% | 0% | · | CC1CCN(C(=O)Cn2cc(SCC(=O)Nc3ccccc3C(F)(F)F)c3ccccc32)CC1
-6% | 2% | · | CN(Cc1ccccc1)C(=O)c1nc[nH]c1C(=O)N1CCc2ccccc2C1
· | 8% | -12% | CC1=NN(c2ccccc2)C(=O)/C1=C/c1cc2cc(C)ccc2nc1N1CCCCC1
0% | · | -19% | Cc1ccccc1N(C(=O)c1ccco1)C(C(=O)NC1CCCC1)c1cccnc1 (stereo not given)
11% | 9% | -2% | COc1ccc(OC)c(NS(=O)(=O)c2ccc(-c3coc(C)n3)cc2)c1
2% | -5% | -10% | NS(=O)(=O)c1ccc(O)c(NC(=O)c2ccc([N+](=O)[O-])o2)c1
9% | -1% | 6% | CCOc1ccccc1CN1CCN(Cc2[nH]c3ccccc3c2C)CC1CCO (stereo not given)
11% | 0% | · | Cc1ccnc2nc(C(=O)OCC(=O)NC3CCCC(C)C3C)nn12 (stereo not given)
2% | 0% | -11% | Cc1ccc(-c2nnn(CC(=O)N(CC(=O)NC3CCCCC3)c3ccccc3F)n2)o1
-10% | 0% | · | CCc1ccccc1NC(=O)C1(C)Cc2ccccc2C(=O)O1 (stereo not given)
-17% | 5% | 20% | Cc1nn(Cc2ccc(Cl)cc2)c(C)c1NC(=O)CSc1nc2c(c(C(F)(F)F)n1)CCc1ccccc1-2
1% | 4% | -12% | Cc1nc(COC(=O)c2ccc(CO)cc2)cs1
-4% | 2% | 9% | CCCCP(=O)(CCCC)Cc1ccccc1
-4% | 3% | · | CCN1CCN(c2ncnc3c2cnn3-c2ccc(C)cc2)CC1
-3% | · | 3% | COc1ccc(S(=O)(=O)N2CCCC2CNC(=O)C(=O)NCc2ccccc2Cl)cc1 (stereo not given)
1% | 2% | · | Cc1ccc2c(=O)c(C(=O)c3ccc(F)cc3)cn(CC(=O)NCCc3ccccc3)c2n1
9% | 8% | 8% | CCCCCCCn1c2c(c(=N)c3ccccc31)CCC2
-6% | 0% | -20% | CCCCN(C1CCS(=O)(=O)C1)S(=O)(=O)c1ccc(OC)cc1 (stereo not given)
-2% | 1% | -5% | CC(Sc1nc(NCc2ccccc2)nc(N(C)C)n1)C(=O)Nc1ccccc1 (stereo not given)
-3% | -2% | -4% | COc1ccc(S(=O)(=O)N2CCOC2CNC(=O)C(=O)NCc2ccco2)cc1 (stereo not given)
-16% | 4% | -1% | COc1ccc(CN2C(=O)c3cccnc3C2=O)cc1S(=O)(=O)N1CCOc2ccc(Cl)cc21
-13% | 0% | · | CCCCn1c(N)c(N(CCOC)C(=O)c2c(CC)noc2C)c(=O)[nH]c1=O
-14% | 3% | 1% | O=C(NCc1cccc(Cl)c1)C1CCCN(c2ncnc3c2nc2n3CCCCC2)C1 (stereo not given)
-18% | 5% | 13% | COC(=O)c1ccc(Cn2nnc3ccccc3c2=O)o1
-2% | 3% | -23% | COC(=O)C1=C(C)NC(=O)NC1c1ccc(-c2ccc(F)cc2)o1 (stereo not given)
2% | 11% | · | COc1ccc(CNC(=O)CSc2nnc(C)c3c(C)n(-c4ccccc4)nc23)c(OC)c1
-3% | 5% | · | CCCCNC(=O)CSc1nc2ccccc2nc1Cc1ccc(Cl)cc1
-6% | -7% | -5% | CCN(CC)S(=O)(=O)c1cccc(NC(=O)CN2C(=O)NC3(CCC(C)CC3)C2=O)c1 (stereo not given)
-5% | 0% | -17% | CC(C)OCCCNS(=O)(=O)c1ccc2c(c1)OCCO2
1% | 1% | -1% | O=c1c2ccccc2cnn1CCOc1ccccc1
? | 1% | 3% | COc1cc(NS(=O)(=O)c2ccc(NC(=S)NC(=O)c3sc4cc(F)ccc4c3Cl)cc2)nc(OC)n1
11% | 0% | 5% | COc1c(Cl)cc(Cl)cc1C(=O)Nc1ccc(NC(C)=O)cc1
-30% | · | -2% | CC(C)CCNC(=O)c1onc(CSc2nc3ccccc3[nH]2)c1C(=O)NCCC(C)C
-13% | 2% | 3% | CS(=O)(=O)N1CCN(c2nc(-c3ccc(F)cc3)cs2)CC1
6% | 5% | -16% | O=C(NNc1cc(Cl)ccc1Cl)C1CCC1
-4% | -2%[56.1 µM] | · | C/C(=N\NC(=O)c1cc(C)nc2ccccc12)c1ccccn1
-23% | 0% | ? | CCc1cc2c(C)cc(C)cc2nc1SCC(=O)Nc1cc(C)on1
-4% | 7% | 3% | COc1ccc(NC(=O)CSc2ncnc3c2cnn3CCc2ccccc2)cc1
-9% | 7% | -9% | Cc1ccc2c(c1)N(CCC(=O)NC1CCCCC1C)C(=O)CO2 (stereo not given)

In the list so far, seven contain a furan ring, fused or not:
FEN1 inh | TDP1 block | N370S GC | Molecule
4% | 2% | 11% | O=C(NC1CCCCCC1)C1Cc2ccccc2CN1C(=O)c1ccco1 (stereo not given)
0% | · | -19% | Cc1ccccc1N(C(=O)c1ccco1)C(C(=O)NC1CCCC1)c1cccnc1 (stereo not given)
2% | -5% | -10% | NS(=O)(=O)c1ccc(O)c(NC(=O)c2ccc([N+](=O)[O-])o2)c1
2% | 0% | -11% | Cc1ccc(-c2nnn(CC(=O)N(CC(=O)NC3CCCCC3)c3ccccc3F)n2)o1
-3% | -2% | -4% | COc1ccc(S(=O)(=O)N2CCOC2CNC(=O)C(=O)NCc2ccco2)cc1 (stereo not given)
-18% | 5% | 13% | COC(=O)c1ccc(Cn2nnc3ccccc3c2=O)o1
-2% | 3% | -23% | COC(=O)C1=C(C)NC(=O)NC1c1ccc(-c2ccc(F)cc2)o1 (stereo not given)

Five entries from above in another layout:
canonical_smiles | FEN1 inh | TDP1 block | N370S GC
COc1ccc(S(=O)(=O)N2CCOC2CNC(=O)C(=O)NCc2ccco2)cc1 (stereo not given) | -3% | -2% | -4%
CC(C)OCCCNS(=O)(=O)c1ccc2c(c1)OCCO2 | -5% | 0% | -17%
O=C(NCc1cccc(Cl)c1)C1CCCN(c2ncnc3c2nc2n3CCCCC2)C1 (stereo not given) | -14% | 3% | 1%
O=C(NC1CCCCCC1)C1Cc2ccccc2CN1C(=O)c1ccco1 (stereo not given) | 4% | 2% | 11%
Cc1ccnc2nc(C(=O)OCC(=O)NC3CCCC(C)C3C)nn12 (stereo not given) | 11% | 0% | ·

(cont.)
FEN1 inh | TDP1 block | N370S GC | Molecule
8% | 1% | · | Cc1c(Cl)cccc1NC(=O)Cn1c(=O)n(Cc2ccco2)c(=O)c2sc3ccccc3c21
-4% | 5% | 2% | CC(=O)Nc1ccc(N2C(=O)CC(Sc3nc4ccccc4s3)C2=O)cc1 (stereo not given)
-13% | 7% | 30% | CC(C)C[C@H](NC(=O)c1nc[nH]c1C(=O)NCC(=O)OC(C)(C)C)C(=O)OCc1ccccc1
-10% | 3% | -6% | CC(C)(C)CC(C)(C)NC(=S)Nc1ccc(S(=O)(=O)N2CCOCC2)cc1
2% | 8% | 2% | O=C(Nc1ccc(O)c(-c2nc3ccccc3o2)c1)C1(c2ccc([N+](=O)[O-])cc2)CCCC1
-6% | 6% | 3% | CCOC(=O)CCCCC(=O)c1[nH]c(=O)[nH]c1CSc1nc2ccccc2[nH]1
3% | -5% | 8% | COc1ccccc1NC(=O)CCc1nc(-c2ccccc2F)no1
-3% | -2% | -21% | O=S(=O)(c1cccc(Br)c1)N1CCN(C(=S)NCC2CCCO2)CC1 (stereo not given)
10% | 0% | · | Cc1ccnc(NS(=O)(=O)c2ccc(CC(C)C)cc2)c1
-4% | 9% | ? | COc1ccc(NC(=O)CC2C(=O)N(CCc3ccccc3)C(=S)N2Cc2cccnc2)cc1 (stereo not given)
-5% | 9% | 3% | CC(=O)C1=C(C)NC(SCc2cccc([N+](=O)[O-])c2)=C(C#N)C1c1ccco1 (stereo not given)
-4% | 3% | -4% | CCC(CC)c1nnc(NC(=O)c2ccc(N3CCCCC3)c([N+](=O)[O-])c2)s1
4% | 0% | 5% | CS(=O)(=O)N1CCN(C(=O)Cc2ccccc2)CC1
-22% | 1% | -4% | Cc1ccc(Cl)cc1N1CCN(S(=O)(=O)c2c(C)nc3scc(C)n3c2=O)CC1
-3% | -7% | -1% | CC1CC=CC2C1C(=O)N(Cc1ccccc1)C2c1ccc(C(F)(F)F)cc1 (stereo not given)
? | -4% | -4% | CCCC(=O)OCCNc1cc(SCCC(=O)OC)c2nonc2c1[N+](=O)[O-]
2% | -2% | · | Cc1occc1C(=O)N1CCN(S(=O)(=O)c2ccc(F)cc2)CC1

Fetched by structure from the list above:
FEN1 inh | TDP1 block | N370S GC | Molecule
-10% | 3% | -6% | CC(C)(C)CC(C)(C)NC(=S)Nc1ccc(S(=O)(=O)N2CCOCC2)cc1
-22% | 1% | -4% | Cc1ccc(Cl)cc1N1CCN(S(=O)(=O)c2c(C)nc3scc(C)n3c2=O)CC1
-4% | 9% | ? | COc1ccc(NC(=O)CC2C(=O)N(CCc3ccccc3)C(=S)N2Cc2cccnc2)cc1 (stereo not given)
-4% | 3% | -4% | CCC(CC)c1nnc(NC(=O)c2ccc(N3CCCCC3)c([N+](=O)[O-])c2)s1

Screens from PubChem BioAssay.
